# Screens (PubChem BioAssay)
# PhoP GFP inhibition = PhoP regulon inhibitors, Salmonella typhi PhoP promoter GFP reporter, confirmatory (AID 1850). Salmonella Typhi PhoP-promoter GFP reporter, fluorescence, 4 h; higher % means a stronger effect. inhibition, % at 50 µM; hits with a dose series show IC50 in µM. 310,000 compounds, 0.33% hits; in the data active = a potency from the dose series; inconclusive = inhibition mostly from about 25% at the one dose, without a potency; inactive = the rest, 99 in 100 with inhibition below about 19%;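 also: 0% = induced wells with vehicle and 100% = uninduced wells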
# M. tuberculosis HTS = M. tuberculosis growth inhibition, HTS (AID 449762); M. tuberculosis H37Rv growth inhibition, 7H9 media; higher % means a stronger effect; one-dose inhibition, % at 25 µM; IC50 in µM for titrated hits; 330,000 compounds, 0.59% hits; in the data active = a potency from the dose series; inconclusive = inhibition above about 70% without an active follow-up result;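 also: bacterial growth assessed after seven days of incubation; strong numbers were not always called active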
# inhibitors of VEEV = inhibitors of VEEV TC-83 cytopathic effect, confirmation, Vero cells (AID 588727); Vero cells, VEEV TC-83 cytopathic effect inhibition; higher % means a stronger effect; inhibition, % at 20 µM; hits with a dose series show IC50 in µM; 350,000 compounds, 0.13% hits; in the data active = a potency from the dose series; inconclusive = inhibition mostly from about 14% at the one dose, without a potency; inactive = the rest, 99 in 100 with inhibition below about 12%; also: strong numbers were not always called active
# tuberculosis growth = growth inhibition of non-replicating M. tuberculosis (AID 488890); Mycobacterium tuberculosis non-replicating, growth inhibition; higher % means a stronger effect; inhibition, % at 25 µM, or IC50 in µM where a hit was titrated; 320,000 compounds, 0.39% hits; in the data active = a potency from the dose series; inconclusive = inhibition mostly from about 82% at the one dose, without a potency; inactive = the rest, 99 in 100 with inhibition below about 76%;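 also: plate controls were DMSO cells for no effect and high antibiotic wells for full effect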
# H1N1 NS1A inhibition = H1N1 influenza NS1A inhibitors, functional cell based assay (AID 504329) | NS1A functional cell-based assay, percent inhibition; higher % means a stronger effect | 340,000 compounds, 0.3% hits | inhibition, % at 12.5 µM, or IC50 in µM where a hit was titrated; in the data active = a potency from the dose series; inconclusive = inhibition above about 27% without an active follow-up result; also: strong numbers were not always called active
# inhibitors of VEEV 10K pilot screen = second read-out of inhibitors of VEEV, no call of its own (marks repeat the call); inhibition, %; measured here: 10K pilot screen inhibition
# Active calls of the source: *; i = inactive; ? = inconclusive; nt = no result given.
SMILES,PhoP GFP inhibition,M. tuberculosis HTS,inhibitors of VEEV,tuberculosis growth,H1N1 NS1A inhibition,others
CC(C)c1ccc(NC2CCCN(C(=O)c3ccsc3)C2)cc1 (configuration not stated),-7%,7%,0.5%,14%,-1%,
COC(=O)c1ccc(CSc2nc(-c3ccccc3)cs2)o1,-4%,-2%,1.5%,23%,0%,
CC(NCC(=O)Nc1ccccc1C(=O)NC1CC1)c1cccs1 (configuration not stated),nt,-6%,i,2%,-16%,
C/C(=N\NC(=O)CN1CCOCC1)C(C)(C)C,-1%,9%,0.6%,-4%,-7%,
CCn1nnnc1SCC(=O)NC1CCCC1,-4%,-1%,0.7%,-7%,3%,
Cc1ccc(OCC(=O)Nn2cnc3ccccc32)cc1,-13%,5%,2.8%,27%,-6%,
Cn1c(=O)c(C(=O)CN2CCN(S(=O)(=O)c3ccccc3)CC2)c(N)n(Cc2ccccc2)c1=O,-1%,-3%,3.6%,30%,-3%,
O=C(c1ccccc1F)N1CCN(Cc2ccc3c(c2)OCO3)CC1,-2%,-1%,i,0%,-4%,
CC(C)CCn1c(Oc2ccc(Cl)cc2)nc2c1c(=O)n(C)c(=O)n2C,-9%,37%,0.5%,13%,5%,
Cc1ccc2nc(-c3ccccc3)cc(C(=O)N3CCc4ccccc4C3)c2c1,-6%,4%,i,51%,4%,
Cc1nc(Nc2ccccc2)sc1C(=O)c1ccc(F)cc1,-2%,31%,5.3%,20%,-6%,
N=C1C(c2nc(-c3ccc(Cl)cc3)cs2)=C(O)CN1NC(=O)c1ccc(O)cc1,-8%,-5%,0.4%,3%,-19%,
CCc1cccc(C)c1NC(=O)c1cc(C)oc1C,4%,-5%,1.8%,5%,4%,
CCCCNC(=O)c1sc(=S)n2c1[nH]c(=O)c1ccccc12,-1%,-2%,1.8%,?,-5%,
S=C(NCc1ccccc1)C(=S)NCc1ccccc1,nt,nt,1.3%,nt,9%,
Cc1cccn2c(=O)c(/C=C(\C#N)C(N)=O)c(N3CCCCCC3)nc12,0%,-5%,0.7%,8%,-22%,
CCOC(=O)N1CCN(C(=O)CN(c2ccc(Cl)c(C(F)(F)F)c2)S(C)(=O)=O)CC1,0%,-3%,4.7%,13%,-5%,
CC1CCN(C(=O)C2CCC(C)(C(=O)O)C2(C)C)CC1 (configuration not stated),-10%,-4%,1.2%,-3%,-2%,
O=C(Cn1cccc1C(=O)c1ccccc1)NCCc1ccc(Cl)cc1,0%,2%,i,-3%,-3%,
O=C(COc1ccccc1)NC(NC(=S)Nc1ccccc1O)C(Cl)(Cl)Cl (configuration not stated),-5%,6%,4.6%,36%,6%,inhibitors of VEEV 10K pilot screen=2.6

# An excerpt taken from the entries so far, as a working copy:
SMILES,PhoP GFP inhibition,M. tuberculosis HTS,inhibitors of VEEV,tuberculosis growth,H1N1 NS1A inhibition,others
O=C(Cn1cccc1C(=O)c1ccccc1)NCCc1ccc(Cl)cc1,0%,2%,i,-3%,-3%,
O=C(COc1ccccc1)NC(NC(=S)Nc1ccccc1O)C(Cl)(Cl)Cl (configuration not stated),-5%,6%,4.6%,36%,6%,inhibitors of VEEV 10K pilot screen=2.6

# Next entries:
SMILES,PhoP GFP inhibition,M. tuberculosis HTS,inhibitors of VEEV,tuberculosis growth,H1N1 NS1A inhibition,others
Cc1ccc(NC(=S)Nc2ncccc2C)c(C)c1,-1%,7%,i,69%,0%,
CC(C)OCCCNC(=O)CN1CCN(Cc2ccc(Cl)cc2)C1=O,0%,-4%,i,-10%,-8%,
CC(C)c1ccc(S(=O)(=O)Nc2ccc(N3CCOCC3)cc2)cc1,-3%,-3%,1.6%,2%,-3%,
COc1cccc(OCc2nn3c(=O)c(-c4ccccc4)nnc3s2)c1,-1%,-7%,1.0%,-11%,-1%,
CCOC(=O)c1cc(C#N)c(N2CCNCC2)nc1C(F)(F)F,-9%,-8%,1.5%,-16%,-17%,
OC[C@@H](O)[C@@H](O)[C@H](O)[C@@H](O)CO,2%,0%,i,8%,0%,
O=C(COc1ccc(Cl)c(Cl)c1)NN1C(=O)C2C(C1=O)C1C=CC2C12CC2 (configuration not stated),-3%,5%,i,2%,14%,
COc1cccc(NC(=O)CSc2nnc(-c3ccco3)c(-c3ccco3)n2)c1,14%,-7%,1.7%,1%,5%,
Cc1ccc(C(O)P(=O)(OCc2ccccc2)c2ccc(N(C)C)cc2)cc1 (configuration not stated),9%,-1%,1.1%,21%,-27%,
CN(CC(=O)Nc1cccc(F)c1)C(=O)C1(c2ccccc2)CC1,nt,-2%,1.4%,-11%,2%,
COc1ccccc1CNC(=O)CN1C(=O)C(C)N(c2ccc(C)cc2)C1=O (configuration not stated),2%,5%,4.0%,-11%,1%,
CC(NC(=O)CN(c1ccc(Cl)cc1)S(C)(=O)=O)c1ccccc1 (configuration not stated),-4%,4%,0.7%,-8%,-2%,
Cc1ccc(S(=O)(=O)N(C)C)cc1NC(=O)c1sccc1Cl,-5%,0%,0.7%,-10%,-1%,
CCCC[C@@H]1CNC(=S)N1CCC12CC3CC(CC(C3)C1)C2,-2%,6%,2.0%,38%,-11%,
COCCNC(=O)C1CCCN(c2ncccn2)C1 (configuration not stated),7%,3%,7.2%,-15%,-1%,
COC(C)(C)[C@]12CC(O)(c3ccccc3)ON1[C@H]1CCCCC1N2O (some centres not stated),-4%,-4%,4.8%,1%,-16%,
CCn1c(C)cc(/C=C2/NC(=O)N(CC(=O)Nc3cccc(C)c3)C2=O)c1C,-4%,4%,1.1%,13%,10%,
CSc1cccc(NC(=O)C2CCN(S(=O)(=O)c3ccc4c(c3)NC(=O)CO4)CC2)c1,10%,-7%,3.6%,-6%,1%,
Cc1cc2cc(C(c3nnnn3C(C)(C)C)N(Cc3ccco3)CC3CCCO3)c(=O)[nH]c2cc1C (configuration not stated),-17%,-4%,2.3%,29%,-1%,
CCC(C)Sc1nc2c(cnn2-c2ccccc2)c(=O)[nH]1 (configuration not stated),-5%,-8%,2.8%,nt,0%,
O=C(COC(=O)c1ccccn1)Nc1ccccc1Cl,0%,-6%,i,nt,-14%,
FC(F)(F)C1=NC(C(F)(F)F)=NP(N2CCOCC2)(N2CCOCC2)=N1,4%,-6%,i,7%,10%,inhibitors of VEEV 10K pilot screen=1.1
C=C1C(C(=O)Nc2ccc(OC)cc2)C1C(=O)Nc1ccc(OC)cc1 (configuration not stated),7%,-2%,0.4%,-18%,14%,
CC/C(=N/Nc1ccccc1C)c1cnnc(SC)n1,-7%,6%,1.6%,5%,-2%,
CC(=O)SC1CC(=O)C=C2CCC3C4CCC(=O)OC4(C)CCC3C21C (configuration not stated),nt,nt,4.5%,nt,-1%,
COc1cc(OC)c(C(=O)O/N=C(\N)c2ccccn2)cc1OC,-8%,8%,1.2%,-22%,-3%,
O=C(NCc1cccnc1)c1ccccc1NS(=O)(=O)c1ccc(F)cc1,-8%,-3%,4.3%,5%,-7%,
Cn1c(=O)c2[nH]c(CNc3ccc(C(=O)O)cc3)nc2n(C)c1=O,-8%,-9%,i,-2%,24%,
O=C(c1ccc(CN2CCOCC2)cc1)N1CCN(c2ccccc2F)CC1,13%,-1%,0.6%,-9%,0%,
CC(Oc1cc2oc(=O)c3c(c2cc1Cl)CCC3)C(=O)NCCCN1CCCC1=O (configuration not stated),-1%,6%,0.1%,-10%,5%,
COc1cc(OC)cc(C(=O)NCC(=O)OCC(=O)N2CC(C)CC(C)C2)c1 (configuration not stated),1%,2%,0.9%,-1%,-11%,
O=C(CN1CCN(Cc2cccc(Cl)c2)C1=O)N1CCC2(CC1)OCCO2,1%,-1%,0.7%,-8%,-8%,
c1nnn(C23CC4CC(CC(C4)C2)C3)n1,-11%,3%,0.7%,7%,-3%,inhibitors of VEEV 10K pilot screen=1.2
CC(C)(C)C(=O)NC(=S)N1CCCC1,4%,-2%,0.5%,-9%,-8%,
CN(c1ccccc1)S(=O)(=O)c1ccc(C(=O)NCc2ccco2)cc1,nt,nt,4.3%,nt,-4%,
COc1ccc(NC(=O)COc2cccc3c2CCN(Cc2cccnc2)C3=O)cc1,-4%,0%,1.5%,9%,-8%,
CN1CCCC1C(O)(c1ccccc1)c1ccccc1 (configuration not stated),-6%,-5%,2.2%,10%,-4%,
Cc1noc(N)c1C1(O)C(=O)N(C(C)C)c2ccccc21 (configuration not stated),3%,7%,1.1%,2%,-24%,
CC(C)(C)c1ccc(CSc2nnc(-c3ccccc3NC(=O)c3ccccc3)o2)cc1,1%,7%,i,-6%,-9%,
CCOc1ccc(C(C)=O)cc1CN1C(=O)NC2(CCCCCCC2)C1=O,4%,-4%,7.1%,15%,3%,
COC(=O)c1ccccc1NC(=O)C1CCN(S(C)(=O)=O)CC1,0%,-2%,0.1%,3%,-16%,
CSc1n[nH]c(NCc2ccc(Cl)cc2)n1,4%,-17%,0.1%,-5%,3%,
COc1ccccc1CCNC(=O)CSc1ccc(-c2ccco2)nn1,2%,-2%,1.9%,21%,-6%,
Cc1cc(C(=O)N/N=C/c2ccc(Cl)c([N+](=O)[O-])c2)c(C)n1-c1ccc(F)cc1,-7%,?,i,42%,-10%,
COc1cc(C=O)ccc1OCCOCCOc1cc(C)ccc1Cl,15%,-3%,0.9%,67%,2%,
Cc1ccccc1-n1c(O)c(/C=C/C=Nc2ccccc2)c(=O)[nH]c1=O,-54%,4%,0.6%,-22%,0%,
O=[N+]([O-])c1ccc2c(c1)c(-c1ccccc1)nc1nncn12,nt,nt,1.6%,nt,-2%,

# Among those listed so far, these contain four or more nitrogen atoms.
SMILES,PhoP GFP inhibition,M. tuberculosis HTS,inhibitors of VEEV,tuberculosis growth,H1N1 NS1A inhibition,others
CCn1nnnc1SCC(=O)NC1CCCC1,-4%,-1%,0.7%,-7%,3%,
Cn1c(=O)c(C(=O)CN2CCN(S(=O)(=O)c3ccccc3)CC2)c(N)n(Cc2ccccc2)c1=O,-1%,-3%,3.6%,30%,-3%,
CC(C)CCn1c(Oc2ccc(Cl)cc2)nc2c1c(=O)n(C)c(=O)n2C,-9%,37%,0.5%,13%,5%,
N=C1C(c2nc(-c3ccc(Cl)cc3)cs2)=C(O)CN1NC(=O)c1ccc(O)cc1,-8%,-5%,0.4%,3%,-19%,
Cc1cccn2c(=O)c(/C=C(\C#N)C(N)=O)c(N3CCCCCC3)nc12,0%,-5%,0.7%,8%,-22%,
COc1cccc(OCc2nn3c(=O)c(-c4ccccc4)nnc3s2)c1,-1%,-7%,1.0%,-11%,-1%,
CCOC(=O)c1cc(C#N)c(N2CCNCC2)nc1C(F)(F)F,-9%,-8%,1.5%,-16%,-17%,
COc1cccc(NC(=O)CSc2nnc(-c3ccco3)c(-c3ccco3)n2)c1,14%,-7%,1.7%,1%,5%,
COCCNC(=O)C1CCCN(c2ncccn2)C1 (configuration not stated),7%,3%,7.2%,-15%,-1%,
CCn1c(C)cc(/C=C2/NC(=O)N(CC(=O)Nc3cccc(C)c3)C2=O)c1C,-4%,4%,1.1%,13%,10%,
Cc1cc2cc(C(c3nnnn3C(C)(C)C)N(Cc3ccco3)CC3CCCO3)c(=O)[nH]c2cc1C (configuration not stated),-17%,-4%,2.3%,29%,-1%,
CCC(C)Sc1nc2c(cnn2-c2ccccc2)c(=O)[nH]1 (configuration not stated),-5%,-8%,2.8%,nt,0%,
FC(F)(F)C1=NC(C(F)(F)F)=NP(N2CCOCC2)(N2CCOCC2)=N1,4%,-6%,i,7%,10%,inhibitors of VEEV 10K pilot screen=1.1
CC/C(=N/Nc1ccccc1C)c1cnnc(SC)n1,-7%,6%,1.6%,5%,-2%,
Cn1c(=O)c2[nH]c(CNc3ccc(C(=O)O)cc3)nc2n(C)c1=O,-8%,-9%,i,-2%,24%,
c1nnn(C23CC4CC(CC(C4)C2)C3)n1,-11%,3%,0.7%,7%,-3%,inhibitors of VEEV 10K pilot screen=1.2
CSc1n[nH]c(NCc2ccc(Cl)cc2)n1,4%,-17%,0.1%,-5%,3%,
Cc1cc(C(=O)N/N=C/c2ccc(Cl)c([N+](=O)[O-])c2)c(C)n1-c1ccc(F)cc1,-7%,?,i,42%,-10%,
O=[N+]([O-])c1ccc2c(c1)c(-c1ccccc1)nc1nncn12,nt,nt,1.6%,nt,-2%,
